Assay outcomes: PubChem, several laboratories
GAA850 FXN act: activators of GAA850 frataxin (FXN) promoter; actives 0.56% (n = 360,000); activation, % at 6 µM; HEK293 lucGAA850 FXN promoter luciferase reporter, 24 h; percent of 10 µM SAHA response;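 active = activation above the average of all compounds screened plus 3 SD, cutoff fixed separately per campaign, cut at about 7.5% in these data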;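 also: 0% = DMSO wells and 100% = 10 µM SAHA wells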
DDE Tn6 FP inh: DD(E)-Tn6 binding inhibition, primary FP screen. AID 720509. inhibition, % at 8.3 µM. actives 0.21% (n = 370,000). Fibrin DD(E) TRITC-Tn6 fluorescence polarization displacement;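 active = inhibition above a per-campaign cutoff: mean of compounds within control limits plus 3 SD, cut at about 15% in these data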;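 also: 0% = median of all compound wells on the plate and 100% = blocking peptide control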
HGIII-sPLA2 inh: Inhibits HGIII-sPLA2 liposome hydrolysis, primary screen | inhibition, % at 12.2 µM | QFRET BODIPY PC-A2 liposome hydrolysis, fluorescence | actives 0.56% (n = 370,000);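 active = inhibition above mean plus 3 SD of compounds lying within the high and low control bounds, cut at about 19% in these data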;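 also: 0% = median of test compound wells and 100% = no enzyme DMSO wells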
proKLK7 act: activates the human kallikrein-7 zymogen; P49862; purified proKLK7, EDANS-DABCYL substrate fluorescence; 100% is mature enzyme control, 0% vehicle; activation, % at 7 µM; actives 0.9% (n = 370,000); AID 652039;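 active = activation above the mean of all tested compounds plus 3 SD, computed per campaign excluding outliers beyond control limits, cut at about 13% in these data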
ASAP1 inh: ASAP1 ArfGAP inhibition; Q9ULH1; ASAP1-stimulated ARF1 GTP hydrolysis, GDP FP detection; inhibition, % at 16.5 µM; actives 0.19% (n = 360,000); AID 624377; in the data active = inhibition above about 25%;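 also: 0% = vehicle with enzyme and substrate and 100% = no enzyme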
GC-B act: GC-B (human) receptor activation; HEK293-GC-B cells, CNP EC30, cGMP TR-FRET; 0% at EC30 CNP, 100% saturating CNP; activation, % at 10 µM; actives 0.11% (n = 370,000);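 active = activation at 10 µM reaching about 35% in either raw or pattern-adjusted values, limit read from the data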
Target sequence (P20594 whole entry, looked up): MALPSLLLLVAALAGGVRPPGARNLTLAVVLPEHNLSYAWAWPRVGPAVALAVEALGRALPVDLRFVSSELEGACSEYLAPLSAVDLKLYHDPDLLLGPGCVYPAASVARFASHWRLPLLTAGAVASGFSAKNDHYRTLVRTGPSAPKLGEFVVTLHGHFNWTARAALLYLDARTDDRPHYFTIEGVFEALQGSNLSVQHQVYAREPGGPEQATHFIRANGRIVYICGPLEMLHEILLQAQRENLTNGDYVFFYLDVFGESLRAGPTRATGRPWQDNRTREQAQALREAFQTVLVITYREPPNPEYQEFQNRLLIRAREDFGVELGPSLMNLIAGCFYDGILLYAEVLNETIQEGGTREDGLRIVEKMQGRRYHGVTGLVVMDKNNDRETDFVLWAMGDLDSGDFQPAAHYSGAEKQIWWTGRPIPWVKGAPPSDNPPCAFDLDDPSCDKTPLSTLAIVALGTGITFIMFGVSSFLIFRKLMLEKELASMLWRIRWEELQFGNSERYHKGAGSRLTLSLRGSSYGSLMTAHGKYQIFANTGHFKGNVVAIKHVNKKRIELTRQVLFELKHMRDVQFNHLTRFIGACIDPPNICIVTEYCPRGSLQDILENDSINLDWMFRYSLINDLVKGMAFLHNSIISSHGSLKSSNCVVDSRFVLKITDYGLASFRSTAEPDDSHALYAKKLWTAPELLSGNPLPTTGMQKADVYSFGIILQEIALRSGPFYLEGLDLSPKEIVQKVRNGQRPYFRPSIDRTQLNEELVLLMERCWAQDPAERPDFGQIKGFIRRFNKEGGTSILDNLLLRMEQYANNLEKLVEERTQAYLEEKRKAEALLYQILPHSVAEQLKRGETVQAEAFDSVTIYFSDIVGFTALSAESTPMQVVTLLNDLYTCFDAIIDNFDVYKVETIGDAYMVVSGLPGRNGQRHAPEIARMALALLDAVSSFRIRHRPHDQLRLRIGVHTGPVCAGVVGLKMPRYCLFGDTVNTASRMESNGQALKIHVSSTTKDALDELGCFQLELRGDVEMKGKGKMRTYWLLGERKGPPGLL
ADAM10 inh: inhibitors of human ADAM10. actives 0.62% (n = 370,000). O14672. recombinant ADAM10, EDANS/DABCYL FRET peptide cleavage, 3 h. inhibition, % at 7 µM. AID 720582;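 active = inhibition above a per-campaign cutoff equal to the mean of compounds falling between control-based bounds plus 3 SD, cut at about 20% in these data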;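 also: 0% = DMSO wells while the 100% control is not disclosed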
GC-A act: GC-A (human) enzyme activation | P16066 | AID 1671463 | activation, % at 10 µM | actives 0.14% (n = 370,000) | HEK293 GC-A cells, cGMP TR-FRET, EC30 ANP; 0% at EC30 ANP, 100% saturating ANP; in the data active = activation above about 40%
ARFGAP1 inhibitor: rat ARFGAP1 inhibition; Arfgap1-stimulated ARF1 GTP hydrolysis, GDP FP detection; actives 0.26% (n = 360,000); AID 651572; inhibition, % at 16.5 µM;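 active = inhibition above a per-plate limit, mean inhibition of low control wells plus 3 SD, cut at about 25% in these data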;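 also: 0% = DMSO wells with enzyme and 100% = wells lacking Arfgap1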
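Assay system: purified rat His6-Arfgap1 residues 1-136 (GAP domain); Reagent: human Δ17 ARF1 bound to GTP; Dosing: 16.5 µM single point, 1.26% DMSO; Times: GTP hydrolysis reaction 2 h at 25 °C; Signal: FP, GDP Alexa 633 tracer displaced from anti-GDP antibody, 620/688 nm; Measure: % inhibition from polarization.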
rCAG binder: molecules binding r(CAG) RNA repeats; r(CAG) RNA repeat, TO-PRO-1 dye displacement fluorescence; inhibition, % at 3 µM; actives 1.3% (n = 370,000);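 active = inhibition above the plate cutoff, the mean of all test compounds on that plate plus 3 SD, cut at about 35% in these data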;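 also: 0% = DMSO alone and 100% = 100 µM mitoxantrone as full dye displacement; higher means more dye released from RNA so lower well fluorescence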
Active calls of the source: *.

O=S(=O)(c1ccc(Cl)cc1)c1ccc(Cl)cc1 was read as GAA850 FXN act -0.7, DDE Tn6 FP inh 3, HGIII-sPLA2 inh -10, proKLK7 act 0.0, ASAP1 inh -16, GC-B act -9, ADAM10 inh -3, GC-A act -1, ARFGAP1 inhibitor 2 and rCAG binder 1.
For Cn1c(=O)c2nncnc2n(C)c1=O the results were GAA850 FXN act 1.3, DDE Tn6 FP inh -1, HGIII-sPLA2 inh 10, proKLK7 act 0.2, ASAP1 inh -7, GC-B act 5, ADAM10 inh -1, GC-A act 0, ARFGAP1 inhibitor 0 and rCAG binder -5.
For COc1ccccc1N1CCN(Cc2cccc(Br)c2)CC1 the results were GAA850 FXN act -0.2, DDE Tn6 FP inh -2, HGIII-sPLA2 inh 10, proKLK7 act -0.2, ASAP1 inh -18, GC-B act 1, ADAM10 inh 3, GC-A act -2, ARFGAP1 inhibitor 1 and rCAG binder -7.
Screening CCn1c(O)c(/C=N/NC(=O)c2ccncc2)c(=O)[nH]c1=S returned GAA850 FXN act 1.6, DDE Tn6 FP inh 3, HGIII-sPLA2 inh -3, proKLK7 act -2.1, ASAP1 inh -2, GC-B act 2, ADAM10 inh -56, GC-A act 8, ARFGAP1 inhibitor 6 and rCAG binder 10.
`COC(=O)C1=C(c2ccc(Cl)c(C(F)(F)F)c2)C[C@@H]2CC[C@H]1N2C(=O)N1CCCC1` gave GAA850 FXN act -2.9, DDE Tn6 FP inh 0, HGIII-sPLA2 inh 0, proKLK7 act 0.6, ASAP1 inh 9, GC-B act -2, ADAM10 inh 1, GC-A act -3, ARFGAP1 inhibitor -15 and rCAG binder -7.
`CCN1C(=O)NC(=O)/C(=C/c2cc(C)n(-c3sc(C)c(C)c3C#N)c2C)C1=O` gave GAA850 FXN act 2.8, DDE Tn6 FP inh 4, HGIII-sPLA2 inh 2, proKLK7 act -0.3, ASAP1 inh -1, GC-B act 0, ADAM10 inh -19, GC-A act 0, ARFGAP1 inhibitor -6 and rCAG binder 5.
For Clc1ccc(N2CC2c2ccncc2)cc1 (configuration not stated) the results were GAA850 FXN act -0.5, DDE Tn6 FP inh 1, HGIII-sPLA2 inh 0, proKLK7 act -0.1, ASAP1 inh 3, GC-B act 3, ADAM10 inh 0, GC-A act 3, ARFGAP1 inhibitor 5 and rCAG binder 1.
`COC(=O)[C@]12OC[C@]34C([C@@H](O)[C@@H]1O)[C@]1(C)CC(=O)C(O)=C(C)[C@@H]1C[C@H]3OC(=O)[C@H](O)[C@@H]24` (some centres not stated) gave GAA850 FXN act -6.2, DDE Tn6 FP inh 5, HGIII-sPLA2 inh 8, proKLK7 act 0.7, ASAP1 inh 10, GC-B act 5, ADAM10 inh -2, GC-A act 1, ARFGAP1 inhibitor 1 and rCAG binder -1.
`O=c1cccc2n1C[C@H]1C[C@@H]2CN2CCCC[C@@H]12` gave GAA850 FXN act 0.7, DDE Tn6 FP inh -4, HGIII-sPLA2 inh -2, proKLK7 act 0.2, ASAP1 inh 2, GC-B act 0, ADAM10 inh -3, GC-A act 1, ARFGAP1 inhibitor 5 and rCAG binder -1.
Screening O=C(CN1CCOCC1)NCC(=O)Nc1ccc(Br)cc1C(=O)c1ccccc1 returned GAA850 FXN act -3.1, DDE Tn6 FP inh 5, HGIII-sPLA2 inh 2, proKLK7 act 1.0, ASAP1 inh -1, GC-B act 0, ADAM10 inh 3, GC-A act 0, ARFGAP1 inhibitor 10 and rCAG binder -8.
For CCOC(=O)c1c(C)c(P(=S)(N2CCOCC2)N2CCOCC2)n(C)c1C the results were GAA850 FXN act 1.8, DDE Tn6 FP inh -6, HGIII-sPLA2 inh 4, proKLK7 act -0.6, ASAP1 inh 8, GC-B act 4, ADAM10 inh 1, GC-A act -6, ARFGAP1 inhibitor 6 and rCAG binder -2.
`CCOc1cc2c(cc1OCC)-n1cccc1C(c1ccc(OC)c(OC)c1)NC2` (configuration not stated) gave GAA850 FXN act -2.8, DDE Tn6 FP inh 7, HGIII-sPLA2 inh -14, proKLK7 act -0.1, ASAP1 inh 4, GC-B act -9, ADAM10 inh -8, GC-A act -15, ARFGAP1 inhibitor -12 and rCAG binder -3.
Screening COc1cc(C(c2c(C)[nH]n(-c3ccccc3)c2=O)c2c(C)[nH]n(-c3ccccc3)c2=O)cc(OC)c1OC returned GAA850 FXN act 1.6, DDE Tn6 FP inh -1, HGIII-sPLA2 inh -2, proKLK7 act -0.3, ASAP1 inh 9, GC-B act -1, ADAM10 inh 10, GC-A act 13, ARFGAP1 inhibitor 22 and rCAG binder 28.
For O=C(Cn1cnc2ccccc2c1=O)NCC(=O)N1CCC2(CC1)OCCO2 the results were GAA850 FXN act 1.2, DDE Tn6 FP inh 2, HGIII-sPLA2 inh 3, proKLK7 act 0.5, ASAP1 inh 3, GC-B act -1, ADAM10 inh 8, GC-A act 2, ARFGAP1 inhibitor 1 and rCAG binder -2.
O=P(N1CC1)(N1CC1)N1CCc2ccccc21 was read as GAA850 FXN act 1.4, DDE Tn6 FP inh 4, HGIII-sPLA2 inh 8, proKLK7 act 0.6, ASAP1 inh -3, GC-B act -3, ADAM10 inh -18, GC-A act -3, ARFGAP1 inhibitor 2 and rCAG binder 5.
For CC12CC[C@H]3[C@@H](CCC4(O)C[C@H](O)CCC34/C=N/NC(=O)c3ccccc3F)C1(O)CCC2C1=CC(=O)OC1 (some centres not stated) the results were GAA850 FXN act 3.1, DDE Tn6 FP inh 3, HGIII-sPLA2 inh 5, proKLK7 act 0.4, ASAP1 inh -10, GC-B act 0, ADAM10 inh 10, GC-A act -3, ARFGAP1 inhibitor 9 and rCAG binder 2.
For CCN(CC)C(=O)COc1cc(C)cc2oc(=O)c3c(c12)CCCC3 the results were GAA850 FXN act 0.3, DDE Tn6 FP inh 4, HGIII-sPLA2 inh 7, proKLK7 act 0.9, ASAP1 inh -6, GC-B act 2, ADAM10 inh -262, GC-A act 3, ARFGAP1 inhibitor -7 and rCAG binder 0.
For COc1ccc(-c2nc(CSCC(=O)N3CCC4(CC3)OCCO4)c(C)o2)cc1OC the results were GAA850 FXN act 0.0, DDE Tn6 FP inh -2, HGIII-sPLA2 inh -5, proKLK7 act 0.1, ASAP1 inh 11, GC-B act 0, ADAM10 inh -2, GC-A act -2, ARFGAP1 inhibitor -1 and rCAG binder -9.
Screening COC(=O)C1=C(c2ccc(F)cc2OCc2ccccc2)C[C@@H]2CC[C@H]1N2C(=O)NCCOc1ccccc1 returned GAA850 FXN act -4.8, DDE Tn6 FP inh 0, HGIII-sPLA2 inh -11, proKLK7 act 0.7, ASAP1 inh 5, GC-B act -8, ADAM10 inh 11, GC-A act -6, ARFGAP1 inhibitor 3 and rCAG binder 3.
`O=C(COc1ccc2c3c(c(=O)oc2c1)CCC3)N1C[C@H]2C[C@@H](C1)c1cccc(=O)n1C2` gave GAA850 FXN act -1.1, DDE Tn6 FP inh -4, HGIII-sPLA2 inh 13, proKLK7 act -0.6, ASAP1 inh -8, GC-B act 4, ADAM10 inh -110, GC-A act 2, ARFGAP1 inhibitor -1 and rCAG binder 1.
For Cc1c(C(c2ccc(F)cc2)c2c(O)c3ccccc3oc2=O)c(=O)n(-c2ccccc2)n1C (configuration not stated) the results were GAA850 FXN act -1.5, DDE Tn6 FP inh -7, HGIII-sPLA2 inh 17, proKLK7 act 0.5, ASAP1 inh -12, GC-B act 2, ADAM10 inh -12, GC-A act 4, ARFGAP1 inhibitor -2 and rCAG binder 10.
For CC1=CC(=C2C(=O)NC(=O)NC2=O)C=C(C(F)(F)F)N1Cc1ccccc1 the results were GAA850 FXN act 1.7, DDE Tn6 FP inh 9, HGIII-sPLA2 inh 2, proKLK7 act -0.8, ASAP1 inh 1, GC-B act 2, ADAM10 inh 0, GC-A act -4, ARFGAP1 inhibitor -7 and rCAG binder 1.
For O=[N+]([O-])c1ccc(N2CCCC2)cc1N/N=C1\CN2CCC1CC2 the results were GAA850 FXN act 2.1, DDE Tn6 FP inh 1, HGIII-sPLA2 inh 12, proKLK7 act 0.7, ASAP1 inh -4, GC-B act -8, ADAM10 inh -2, GC-A act -7, ARFGAP1 inhibitor -4 and rCAG binder 2.
`COC(=O)C1=COC(C)C2CN3CCC4(C(=O)Nc5ccccc54)C3CC12` (configuration not stated) gave GAA850 FXN act -1.1, DDE Tn6 FP inh 2, HGIII-sPLA2 inh -13, proKLK7 act -0.7, ASAP1 inh 3, GC-B act -24, ADAM10 inh -6, GC-A act -24, ARFGAP1 inhibitor 3 and rCAG binder -6.
CC(=O)NC(Cc1ccc(N(CCCl)CCCl)cc1)C(=O)NC(C(=O)O)C(C)C (configuration not stated) was read as GAA850 FXN act 0.6, DDE Tn6 FP inh 15, HGIII-sPLA2 inh 4, proKLK7 act 0.1, ASAP1 inh 8, GC-B act 7, ADAM10 inh -4, GC-A act -1, ARFGAP1 inhibitor 3 and rCAG binder 0.
For CC(c1ccccc1F)n1cc(C(=O)Nc2ccc3nc[nH]c3c2)nn1 (configuration not stated) the results were GAA850 FXN act 1.1, DDE Tn6 FP inh -10, HGIII-sPLA2 inh -4, proKLK7 act 0.5, ASAP1 inh 23, GC-B act -4, ADAM10 inh 2, GC-A act -8, ARFGAP1 inhibitor 14 and rCAG binder 8.
Screening CCOC(=O)c1c(C)n(Cc2ccccc2)c2ccc(OCC(O)Cn3nc(C)cc3C)cc12 (configuration not stated) returned GAA850 FXN act 0.1, DDE Tn6 FP inh -1, HGIII-sPLA2 inh -37, proKLK7 act 1.0, ASAP1 inh 2, GC-B act 20, ADAM10 inh 33*, GC-A act 25, ARFGAP1 inhibitor 9 and rCAG binder 2.
Screening O=C1CC(=O)N(c2cccc(Cl)c2)C(=O)N1 returned GAA850 FXN act -1.8, DDE Tn6 FP inh -1, HGIII-sPLA2 inh -7, proKLK7 act -0.3, ASAP1 inh 6, GC-B act 4, ADAM10 inh -6, GC-A act -1, ARFGAP1 inhibitor 8 and rCAG binder 17.
For Cc1ccc(-n2c(O)c(C=N)c(=O)n(-c3ccc(C)cc3)c2=O)cc1 the results were GAA850 FXN act 1.2, DDE Tn6 FP inh -2, HGIII-sPLA2 inh -3, proKLK7 act -1.0, ASAP1 inh -9, GC-B act 6, ADAM10 inh 5, GC-A act 1, ARFGAP1 inhibitor 6 and rCAG binder -1.

Of the compounds above, 2 contain bromine:
For COc1ccccc1N1CCN(Cc2cccc(Br)c2)CC1 the results were GAA850 FXN act -0.2, DDE Tn6 FP inh -2, HGIII-sPLA2 inh 10, proKLK7 act -0.2, ASAP1 inh -18, GC-B act 1, ADAM10 inh 3, GC-A act -2, ARFGAP1 inhibitor 1 and rCAG binder -7.
Screening O=C(CN1CCOCC1)NCC(=O)Nc1ccc(Br)cc1C(=O)c1ccccc1 returned GAA850 FXN act -3.1, DDE Tn6 FP inh 5, HGIII-sPLA2 inh 2, proKLK7 act 1.0, ASAP1 inh -1, GC-B act 0, ADAM10 inh 3, GC-A act 0, ARFGAP1 inhibitor 10 and rCAG binder -8.

This is a subset, so the mix of outcomes need not match the whole.
